FEN1 inhibitor: blocks human flap endonuclease 1; P39748; Recombinant FEN1 flap cleavage, fluorescence, 15 min; 0.35% of 390,000 active; Potency, µM (series often up to 114 µM), for the others: top-dose activity change, negative = inhibition, most hits filed as inhibitors; further: nearly all actives have a fitted effect of over 65% in size
Target sequence (P39748 whole entry, looked up): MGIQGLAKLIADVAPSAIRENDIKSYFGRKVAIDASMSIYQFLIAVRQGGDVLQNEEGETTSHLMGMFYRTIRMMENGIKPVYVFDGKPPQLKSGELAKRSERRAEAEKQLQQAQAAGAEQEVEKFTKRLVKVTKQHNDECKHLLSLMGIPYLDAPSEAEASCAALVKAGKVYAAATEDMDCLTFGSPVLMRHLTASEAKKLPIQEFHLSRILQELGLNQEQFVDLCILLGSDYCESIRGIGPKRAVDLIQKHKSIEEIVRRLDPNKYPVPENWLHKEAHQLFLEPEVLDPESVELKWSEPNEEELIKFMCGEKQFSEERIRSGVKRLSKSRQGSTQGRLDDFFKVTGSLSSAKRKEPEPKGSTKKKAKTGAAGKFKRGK
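Concentration–response screening of FEN1 (10 nM): 15 min compound preincubation at room temperature, reaction started with 50 nM substrate and read at 0 and 15 min. Corrected, normalized data were fitted by a four-parameter Hill equation.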
N370S GC mod: inhibits or activates N370S mutant glucocerebrosidase; 0.092% of 330,000 active; N370S GC spleen homogenate, 4MU-glucoside fluorescence; AID 2101; P04062; Potency, µM (top dose mostly 59.4 µM), for inactives: at the highest dose activity change, negative = inhibition, most hits filed as inhibitors;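 further: 0% = full enzyme activity and -100% = no enzyme basal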
KAT2A inh: inhibitors of human GCN5L2 histone acetyltransferase | Potency, µM (series often up to 58.9 µM), inactives show at the top dose activity change, negative = inhibition, usual class: inhibitors | GCN5L2 HAT assay, ThioGlo1 CoA-SH fluorescence | Q92830 | 0.21% of 390,000 active
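GCN5L2 (20 nM) in 50mM HEPES pH 7.5, 0.1mM EDTA, 0.01% Tween-20 preincubated 15 min with compounds at room temperature. Reaction started with H3(1-25) 75uM, acetyl-CoA 70uM, ThioGlo1 50uM; CoA-thiol fluorescence (Ex340/Em540) read at 0 and 20 min.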
An asterisk follows results filed as active; ? = inconclusive; / = no result given; & = joins results of further samples; [ ] = another dose, or the depositor's remark. The call rests on the fitted dose curve; in most records, active means well fitted curve in the direction sought with a large enough effect; inconclusive means small, poorly fitted or top-dose-only effect, or another doubt; inactive means no such curve, though single readings can be large; an effect the other way counts as inactive or inconclusive. Unless noted, on the % scale 0 is the no-effect control and ±100 the full control effect; potency means the concentration at half of the fitted maximal effect.

SMILES | FEN1 inhibitor | N370S GC mod | KAT2A inh
CC(C(=O)N1CCc2ccccc21)N1CCc2ccccc2C1 (stereo not drawn) | 18% | 12% | 2%
CCc1noc(C)c1C(=O)N1CCN(S(=O)(=O)c2ccc(C)cc2C)CC1 | -2% | ? | -4%
CC(C)Oc1ccc(S(=O)(=O)N2CCOCC2)cc1NC(=O)C1CSC2(C)CCC(=O)N12 (stereo not drawn) | -3% | 2% | -7%
O=C(Nc1cccc2ccccc12)c1nn(C23CC4CC(CC(C4)C2)C3)cc1[N+](=O)[O-] | -9% | ? | -5%
OB(O)c1cc2ccccc2o1 | 16% | 6% | /
COc1cc(C(=O)OCc2cc(=O)n3ccsc3n2)ccc1OC(C)C | 3% | / | -2%
CC1(C)CC2(CCCN(C(=S)Nc3ccccc3)C2)CCO1 (stereo not drawn) | -2% | -2% | -3%
O=C(COC(=O)/C=C/c1cccc(Cl)c1)Nc1c(F)cccc1F | 6% | / | -3%
O=C(CSCc1ccccc1)Nc1cccc(C(=O)Nc2ccc(C(=O)O)cc2)c1 | -2% | -15% | -14%
CCc1nnc(NC(=O)C2(C)COC(c3ccccc3)OC2)s1 (stereo not drawn) | 2% | -2% | 0%
Cc1noc(C)c1-c1cc(NC2CC2)ncn1 | / | 4% | -27%
O=C(CSc1nnc(-c2ccccc2O)o1)Oc1ccc(OCc2ccccc2)cc1 | 0% | -2% | -8%
CC(=O)Nc1ccc(C(=O)N/C(=C/c2ccccc2)C(=O)Nc2cccc(C(=O)O)c2)cc1 | -16% | -15% | -7%
CCOc1cc(/C=N/NC(=O)C2CC2)ccc1OC(C)C | -4% | -21% | -2%
Cc1ccc(Nc2nnc(SCC(=O)Nc3ccc(S(=O)(=O)N4CCOCC4)cc3)s2)cc1 | -7% | -16% | 2%
CCOC(=O)C1=CC[C@H]2c3c(c4ccccc4n3C)C[C@H]1N2C | -3% | / | -4%
COc1ccc(CNC(=O)C(C)NCc2ccc(S(N)(=O)=O)cc2)cc1 (stereo not drawn) | -4% | -5% | -2%
CN(C)C(=O)c1cc2cc(Br)ccc2s1 | -3% | 2% | -4%
COc1ccc(S(=O)(=O)N(CC(=O)NC(C)c2ccccc2)c2ccc(C)cc2)cc1OC (stereo not drawn) | -6% | / | 3%
CC(C)CN(C(=O)CSc1nnc2ccccn12)C1CCS(=O)(=O)C1 (stereo not drawn) | 7% | / | -2%
Cc1cc(=O)oc2cc(OC(C)C(=O)NCC3CCC(C(=O)O)CC3)c(Cl)cc12 (stereo not drawn) | -1% | 1% | 16%
O=C(O)C1Cc2ccccc2CN1C(=O)c1ccccc1 (stereo not drawn) | 7% | -1% | -14%
CC(C)Cn1c(=O)c2sccc2n2c(CCCC(=O)NC3CCCCC3)nnc12 | -5% | / | -5%
O=C(c1cccc(C(F)(F)F)c1)N1CCN(C2CCCCC2)CC1 | -14% | 4% | 0%
CCN(CC)C(=O)N1CCN(C(=O)c2ccc(C)cn2)CC1 | 6% | 7% | -5%
CCOC(=O)c1ccc(Nc2c(-c3ccc(OC)cc3)nc3nc[nH]n23)cc1 | -1% | / | 1%
CCC(=O)NC(=S)Nc1ccc(NC(=O)c2ccc(C)c([N+](=O)[O-])c2)cc1 | -2% | 5% | 3%
Nc1ccc(S(=O)(=O)NNC(=O)C(=O)NNc2ccccc2)cc1 | 8% | 6% | -1%
COc1ccc(CNc2ccc3cn[nH]c3c2)c(OC)c1OC | 5% | 14% | -4%
O=C(NC(=S)Nc1cccc2[nH]ncc12)c1ccccc1 | -1% | 1% | -4%
Cc1ccc(C)c(-c2csc(N)c2C(=O)OC(C)C)c1 | -22% | 5% | -7%
CCCc1nc2cc(CC(=O)OC)ccc2o1 | 2% | ? | 2%
CCCCC(=O)NC(c1cccc([N+](=O)[O-])c1)c1c(OC(C)=O)ccc2ccccc12 (stereo not drawn) | -6% | 6% | -11%
Cc1cc(NC(=O)CSc2nnc(C3CC3)n2C)no1 | 1% | 2% | -3%
O=C(NNc1ccc(Cl)cc1)C1CCC1 | 11% | 0% | 2%
COc1cccc(CNC(=O)CN2C(=O)COc3ccc(S(=O)(=O)N4CCC(C)CC4)cc32)c1 | 17% | -8% | -4%
CCOc1ccc(CNCc2c(C(=O)O)n(Cc3ccc(C)cc3)c3cc(C)ccc23)cc1 | -18% | / | -5%
Nc1nn(-c2ccccc2)c2ccc([N+](=O)[O-])cc12 | -5% | -10% | -3%
c1ccc(-c2noc(-c3cccnc3)n2)nc1 | -2% | 3% | -19%
CCN(CC)c1ccc(S(=O)(=O)N2CCOCC2)cc1NC(=O)Cn1nc(C)c([N+](=O)[O-])c1C | 6% | / | -15%

The list goes on (2 carried over from the part before).
SMILES | FEN1 inhibitor | N370S GC mod | KAT2A inh
c1ccc(-c2noc(-c3cccnc3)n2)nc1 | -2% | 3% | -19%
CCN(CC)c1ccc(S(=O)(=O)N2CCOCC2)cc1NC(=O)Cn1nc(C)c([N+](=O)[O-])c1C | 6% | / | -15%
N#Cc1ccc(OCCN2C(=O)NC3(CCSC3)C2=O)cc1 (stereo not drawn) | 0% | 0% | -1%
Cc1cccc(NC(=O)CCS(=O)(=O)c2ccccc2)c1 | 19% | 4% | -3%
CCc1ccc(Nc2nnc(SCC(=O)NC(=O)CN3CCCC3=O)s2)cc1 | -2% | / | -11%
O=C(CSc1nnc(-c2ccccc2)n1Cc1ccccc1)NNC(=O)c1ccccc1O | 25% | -8% | -1%
Cc1ccc(C(NC(=O)N2CCOCC2)C(Cl)Cl)cc1F (stereo not drawn) | 18% | -16% | -1%
Cn1c(NC(=O)c2ccco2)c(-c2ccc(Cl)cc2)c(=O)c2ccccc21 | -17% | 2% | -8%
CC(=O)N1CCN(C(=O)/C(C#N)=C/c2ccc3c(c2)OCO3)CC1 | 13% | -9% | -22%
COc1cccc(Nc2ncc3nc(CCc4ccccc4)c(=O)n(Cc4cccs4)c3n2)c1 | / | 6% | -3%
CN(C)c1ccc(NS(=O)(=O)c2ccc(Cl)cc2)cc1 | -4% | 0% | -5%
CN(C)[C@@H]1CCC[C@H]1OC(=O)C(c1ccccc1)c1ccccc1 | 2% | -10% | 0%
O=C(Nn1cnc2ccccc2c1=O)c1ccc(F)cc1Cl | 1% | 3% | -3%
CN(CC(=O)Nc1ccccc1C(F)(F)F)C(=O)c1ccc2c(=O)n3c(nc2c1)CCC3 | ? | / | -2%
O=C(Cc1cccc(NC(=O)C2CCN(C(=O)C3CC3)CC2)c1)Nc1cccc(C(=O)N2CCCC2)c1 | -12% | / | -4%
Cc1[nH]c2ccc(CNS(=O)(=O)c3ccc(S(=O)(=O)N4CCOCC4)cc3)cc2c1C | -3% | -2%[12.8 µM] | 0%
Cc1noc(C)c1S(=O)(=O)N1CCN(c2ccc(Cl)cc2)CC1 | -21% | -3% | -6%
CC(OC(=O)c1ccc(F)cc1)C(=O)Nc1nc(-c2cccc([N+](=O)[O-])c2)cs1 (stereo not drawn) | -17% | 6% | -16%
CCOc1ccc(-c2cc(-c3nc(-c4cc(OC)c(OC)c(OC)c4)no3)[nH]n2)cc1Cl | 1% | / | -3%
CC(C)N1CCC(N2CCN(Cc3cnc(-c4ccccc4)s3)CC2CCO)CC1 (stereo not drawn) | 12% | -7% | 0%
COc1cc(C(=O)Nc2ccccn2)cc(OC)c1OC | 5% | 5% | 1%
c1ccc(CCCNc2ncccn2)cc1 | -3% | 12% | -6%
NS(=O)(=O)c1ccc(CNC(=O)c2cccnc2Cl)cc1 | 12% | -12% | 2%
c1ccc(C2=Nc3cccc4cccc(c34)N2)cc1 | -7% | 2% | 28%
CCC1(C)N=C(N)Nc2nc3cc(C)c(C)cc3n21 (stereo not drawn) | -13% | -1% | 0%
O=C(N1CCCCC1)N1CCN(C(=O)N2CCCCC2)CC1 | 7% | 5% | 0%
O=C1CC(c2ccccc2)Cc2[nH]c(=O)c(-c3nc(-c4ccc(F)cc4)cs3)cc21 (stereo not drawn) | ? | / | -7%
CC(=O)Nc1ccc(SCCN2CC[C@@H](O)CCC2=O)cc1 | 17%&18% | / | -3%
COc1cc(/C=C2\SC(=N)N(c3ccc(F)cc3)C2=O)ccc1O | -3% | 3% | -10%
COc1ccc(NC(=O)CCSc2nc(C)cs2)cc1 | 4% | 1% | 1%
CC(C)c1ccc(NC(=O)COC(=O)/C=C/c2cccc(Br)c2)cc1 | 3% | 2% | 2%
CC(C)(C)CNC(=O)[C@]1(C)CCC[C@@]2(C)C3CC[C@@]4(C)C[C@]3(CCC21)CC4=O (stereo partly drawn) | -4% | / | -1%
CCc1nc2ccccc2nc1N1CCN(S(=O)(=O)c2ccccc2)CC1 | -20% | 0% | -14%
Cc1cc(Cl)ccc1NC(=S)NCc1ccc(Cl)cc1 | 6% | 2% | 3%
Cc1noc(NS(=O)(=O)c2ccc(NC(=O)c3ccc(N(C)C)cc3)cc2)c1C | -16% | / | -11%
OCCNCCCOc1cc(Cl)ccc1Cl | -7% | 18% | -1%
Cc1ccc(S(=O)(=O)CCC(=O)Nc2sccc2C(N)=O)cc1 | -4% | / | -8%
Cc1noc(/C=C/N(C)C)c1S(=O)(=O)N1CCCC(C(=O)NCc2ccc(Cl)cc2)C1 (stereo not drawn) | -19% | -6% | -4%
O=C(NCCN1CCOCC1)[C@H](Cc1ccccc1)N1C(=O)c2ccccc2C1=O | 5% | -10% | 1%
Cc1ccc2c(c1)N(CC(=O)NCCCN1CCCC1)C(=O)CO2 | 2% | -5% | 2%
O=C(O)c1cccc(-n2c(O)c(C=C3N=c4ccccc4=N3)sc2=S)c1 | -16% | 2% | -1%
Cc1cc(C)c(C#N)c(SC(F)F)n1 | -2% | 6% | 123%[activator]
Cc1cccc(C)c1NC(=O)COC(=O)c1cccc2c1C(=O)c1ccccc1C2=O | -22% | 6% | -9%
Cc1ccccc1NS(=O)(=O)c1cc(C(=O)Nc2cccc(N(C)S(C)(=O)=O)c2)ccc1C | -15% | 3% | -7%
O=C(COCc1ccccc1)N[C@@H](Cc1ccc(O)cc1)C(=O)O | -11% | -6% | 0%
COc1ccc(C(C(=O)NC2CCCC2)N(C(=O)c2snc(C(N)=O)c2N)c2cc(C)ccc2OC)cc1OC (stereo not drawn) | 17% | -3% | -8%
COc1ccc(/C=N/NC(=O)c2[nH]c3ccc(Br)cc3c2-c2ccccc2)c(C(=O)O)c1OC | ? | -12% | -10%
O=C(NC1(C(F)(F)F)NC(=O)N(CCc2ccccc2)C1=O)C1CC1 (stereo not drawn) | 4% | 7% | 1%
COc1cc(CC(=O)OCC(=O)NCC(C)C)cc(OC)c1OC | -5% | 5% | -7%
O=C(Oc1ccc(F)cc1)N1CCOCC1 | 8% | -2% | 4%
N#C/C(=C\c1c(Oc2ccc(F)cc2)nc2ccccn2c1=O)c1nc2ccccc2s1 | ? | / | -3%

Reformatted as tab-separated lines: part of the list above.
mol	FEN1 inhibitor	N370S GC mod	KAT2A inh
CC(C)(C)CNC(=O)[C@]1(C)CCC[C@@]2(C)C3CC[C@@]4(C)C[C@]3(CCC21)CC4=O (stereo partly drawn)	-4%	/	-1%
CCc1nc2ccccc2nc1N1CCN(S(=O)(=O)c2ccccc2)CC1	-20%	0%	-14%
Cc1cc(Cl)ccc1NC(=S)NCc1ccc(Cl)cc1	6%	2%	3%
Cc1noc(NS(=O)(=O)c2ccc(NC(=O)c3ccc(N(C)C)cc3)cc2)c1C	-16%	/	-11%
OCCNCCCOc1cc(Cl)ccc1Cl	-7%	18%	-1%
Cc1ccc(S(=O)(=O)CCC(=O)Nc2sccc2C(N)=O)cc1	-4%	/	-8%
Cc1noc(/C=C/N(C)C)c1S(=O)(=O)N1CCCC(C(=O)NCc2ccc(Cl)cc2)C1 (stereo not drawn)	-19%	-6%	-4%
O=C(NCCN1CCOCC1)[C@H](Cc1ccccc1)N1C(=O)c2ccccc2C1=O	5%	-10%	1%
Cc1ccc2c(c1)N(CC(=O)NCCCN1CCCC1)C(=O)CO2	2%	-5%	2%
O=C(O)c1cccc(-n2c(O)c(C=C3N=c4ccccc4=N3)sc2=S)c1	-16%	2%	-1%
Cc1cc(C)c(C#N)c(SC(F)F)n1	-2%	6%	123%[activator]
Cc1cccc(C)c1NC(=O)COC(=O)c1cccc2c1C(=O)c1ccccc1C2=O	-22%	6%	-9%
Cc1ccccc1NS(=O)(=O)c1cc(C(=O)Nc2cccc(N(C)S(C)(=O)=O)c2)ccc1C	-15%	3%	-7%
O=C(COCc1ccccc1)N[C@@H](Cc1ccc(O)cc1)C(=O)O	-11%	-6%	0%
COc1ccc(C(C(=O)NC2CCCC2)N(C(=O)c2snc(C(N)=O)c2N)c2cc(C)ccc2OC)cc1OC (stereo not drawn)	17%	-3%	-8%
COc1ccc(/C=N/NC(=O)c2[nH]c3ccc(Br)cc3c2-c2ccccc2)c(C(=O)O)c1OC	?	-12%	-10%
O=C(NC1(C(F)(F)F)NC(=O)N(CCc2ccccc2)C1=O)C1CC1 (stereo not drawn)	4%	7%	1%
COc1cc(CC(=O)OCC(=O)NCC(C)C)cc(OC)c1OC	-5%	5%	-7%
O=C(Oc1ccc(F)cc1)N1CCOCC1	8%	-2%	4%
N#C/C(=C\c1c(Oc2ccc(F)cc2)nc2ccccn2c1=O)c1nc2ccccc2s1	?	/	-3%
